# Screening data (PubChem BioAssay)
# PLAP act: PLAP enzyme activators, biochemical, luminescence, HTS | Alkaline phosphatase, placental type (Homo sapiens), P05187 | purified PLAP enzyme, luminescent substrate read-out; active compounds read high | activation fold at 20 µM | hit rate 1.2% among 96,000 | AID 696, 2007; in the data active = activation fold above about 2
# Target sequence (P05187 whole entry, looked up): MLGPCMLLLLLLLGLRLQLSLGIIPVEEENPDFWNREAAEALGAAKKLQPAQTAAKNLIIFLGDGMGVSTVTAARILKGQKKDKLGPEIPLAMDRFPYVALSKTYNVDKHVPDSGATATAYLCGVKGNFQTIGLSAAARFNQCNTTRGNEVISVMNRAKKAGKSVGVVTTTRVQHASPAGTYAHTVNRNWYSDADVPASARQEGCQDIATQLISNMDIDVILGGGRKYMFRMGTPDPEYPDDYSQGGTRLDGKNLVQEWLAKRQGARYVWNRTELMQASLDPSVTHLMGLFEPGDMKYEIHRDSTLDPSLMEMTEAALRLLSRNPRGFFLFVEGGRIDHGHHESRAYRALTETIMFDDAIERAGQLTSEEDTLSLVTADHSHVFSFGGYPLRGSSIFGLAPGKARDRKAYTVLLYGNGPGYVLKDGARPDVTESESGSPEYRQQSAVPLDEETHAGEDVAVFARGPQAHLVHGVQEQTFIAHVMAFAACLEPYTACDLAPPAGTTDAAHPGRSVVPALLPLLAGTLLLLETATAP
# CYP2C19 inh: blockers of cytochrome P450 2C19 activity – biochemical, luminescence, ADME assay, primary screen; P33261; CYP2C19 Supersomes, luciferin-H EGE luminescence, 30 min; inhibition, % at 5 µM; hit rate 21% among 96,000; AID 778, 2007;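 active = CYP2C19 inhibition above a set limit at 5 µM in the primary screen, cut at about 50% in these data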;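 also: plate controls were negative control wells for no effect and 2.5 mM tranylcypromine positive control for full effect; values of inactives mirror those of a sister screen read the other way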
# PLK1 kinase inh: human PLK1 kinase inhibitors, primary screen, biochemical, TR-FRET | recombinant PLK1 kinase, TR-FRET peptide phosphorylation | inhibition, % at 10 µM | hit rate 0.53% among 97,000 | AID 619, 2007;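 active = inhibition of 50% or more in the single-concentration screen; inactive = inhibition below 50%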;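 also: 0% = DMSO max control and 100% = H-89 dihydrochloride min control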
# CYP2C19 act: human CYP2C19 activators, primary screen, biochemical, luminescence | Cytochrome P450 2C19 (Homo sapiens), P33261 | recombinant CYP2C19, luciferin-H EGE luminescence; active compounds read high; 0 = fully inhibited enzyme, 1 = untreated enzyme | activation factor at 5 µM | 96,000 tested, under 10 active | AID 1025, 2008;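 active = activation factor of at least 2 at 5 µM in the primary screen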;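 also: 0 = wells with 2.5 mM tranylcypromine and 1 = vehicle-only wells; values of inactives mirror those of a sister screen read the other way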
# Rev-RRE block: HIV-1 Rev-RRE binding inhibitors, primary screen, biochemical, FRET, protein-RNA interaction. P05866. Rev peptide-RRE RNA binding. inhibition, % at 8 µM. hit rate 0.79% among 97,000;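 active = inhibition above the screen-wide mean plus 3 SD, cut at about 35% in these data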;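 also: 0% = median DMSO wells and 100% = median Neomycin B control wells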
# Target sequence (P05866 whole entry, looked up): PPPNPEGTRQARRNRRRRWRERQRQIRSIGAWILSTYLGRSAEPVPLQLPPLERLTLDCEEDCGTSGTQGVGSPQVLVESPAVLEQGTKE
#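 Test system – labelled RRE RNA duplex and labelled Rev peptide · Reagent – labelled Rev peptide · Doses – one concentration, 8 µM nominal · Incubation – 5 + 15 min at 25 °C · Signal – FRET fluorescence readout · Read-out basis – % inhibition of FRET ratio versus controls · Control set – DMSO wells as 0% and neomycin B wells as 100% inhibition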
# PLK1 PBD inh: Plk1 polo box domain binding inhibitors, primary screen, biochemical, fluorescence polarization; Serine/threonine-protein kinase PLK1 (Homo sapiens), P53350; Plk1 PBD phosphopeptide binding; inhibition, %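 (tested at about 20 µM)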; hit rate 0.13% among 97,000; AID 693, 2007; in the data active = inhibition above about 34%, passing the limit was not always enough
# CYP2C9 activ: human CYP2C9 activators, primary screen, biochemical, luminescence | recombinant CYP2C9, luciferin-H conversion; active compounds read high; factor 1 = untreated enzyme, 0 = blocked | activation factor at 5 µM | hit rate 1.4% among 96,000 | AID 1024, 2008;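 active = activation factor of 2 or more for CYP2C9 at a 5 µM dose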;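 also: 0 = sulfaphenazole-blocked wells and 1 = vehicle-only wells; values of inactives mirror those of a sister screen read the other way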
# CYP2C9 inhib: blockers of cytochrome P450 2C9 activity – biochemical, luminescence, ADME assay, primary screen. AID 777, 2007. inhibition, % at 5 µM. hit rate 20% among 96,000. CYP2C9 Supersomes, luciferin-H conversion;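 active = blocking of liver enzyme CYP2C9 beyond about 50% at 5 µM, limit read from the data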; also: values of inactives mirror those of a sister screen read the other way
# EphB4 antag: EphB4-ephrin-B2 interaction antagonists, primary screen, biochemical, TNYL-RAW peptide probe, fluorescence polarization; Ephrin type-B receptor 4 (Homo sapiens), P54760; EphB4 LBD / TNYL-RAW-Alexa532 peptide; inhibition, % at 7 µM; hit rate 0.15% among 97,000;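 active = inhibition above the screen-wide mean inhibition plus 3 SD, cut at about 15% in these data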;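 also: 0% = DMSO wells and 100% = excess unlabeled TNYL-RAW peptide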
# Starred values were filed as active, the others as inactive; · = not tested or not shown.
# Letter code: A = PLAP act; B = CYP2C19 inh; C = PLK1 kinase inh; D = CYP2C19 act; E = Rev-RRE block; F = PLK1 PBD inh; G = CYP2C9 activ; H = CYP2C9 inhib; I = EphB4 antag
COc1ccc2cc(C(c3nnnn3C3CCCC3)N3CCc4ccccc4C3)c(=O)[nH]c2c1 (stereo unspecified)
  A: 1.6; B: 26; C: -16; D: 0.7; E: 5; F: 7; G: 0.5; H: 48; I: 3

Cc1ccc(NC(=O)C2CC(c3ccc(F)cc3)=NO2)cc1 (stereo unspecified)
  A: 0.9; B: 28; C: -11; D: 0.7; E: 2; F: -6; G: 0.8; H: 22; I: -4

Nc1cccc(C(=O)Nc2ccccc2Cl)c1
  A: 0.8; B: 6; C: 3; D: 0.9; E: 6; F: -19; G: 1.1; H: -10; I: 3

CCOC(=O)C1=C(Cn2ccc(C(F)(F)F)n2)NC(=O)NC1c1ccc2c(c1)OCO2 (stereo unspecified)
  A: 0.9; B: 72*; C: -9; D: 0.3; E: 15; F: -1; G: 0.3; H: 65*; I: -2

CCOC(=O)c1oc2c(c1C)/C(=N/O)CCC2
  A: 0.9; B: 26; C: 0; D: 0.7; E: 3; F: -9; G: 0.9; H: 7; I: -8

C=CCN1C(=O)/C(=C2/C(=O)N(CC(=O)O)c3ccccc32)S/C1=N/c1nccs1
  A: 1.3; B: -10; C: -17; D: 1.1; E: -37; F: 4; G: 0.9; H: 13; I: 4

COC(C)(C)c1cc(C(C)(C)C)nc(N)n1
  A: 0.8; B: 8; C: -12; D: 0.9; E: 4; F: 15; G: 1; H: 4; I: -7

CC(C)Oc1ccc(-c2cc(C(=O)NCCN3CCOCC3)c3ccccc3n2)cc1
  A: 1.4; B: 14; C: -15; D: 0.9; E: 2; F: 10; G: 0.5; H: 46; I: 3

COc1ccc(OCC(=O)Nc2ccccc2OC(F)F)cc1
  A: 0.8; B: 49; C: -11; D: 0.5; E: 13; F: -7; G: 1; H: 5; I: 5

CCOc1ccc(NC(=O)COC(=O)CCCc2c[nH]c3ccccc23)cc1
  A: 0.9; B: 23; C: -7; D: 0.8; E: -1; F: -6; G: 0.5; H: 46; I: -1

NC(=O)C1(N2CCCCC2)CCN(c2ccc3nnc(-c4ccccc4)n3n2)CC1
  A: 1.4; B: 78*; C: -4; D: 0.2; E: 9; F: 1; G: 0.3; H: 68*; I: 2

CCCC(=O)Nc1nc2n(n1)C(c1ccccc1)CC(=O)N2 (stereo unspecified)
  A: 1.1; B: 14; C: -12; D: 0.9; E: 6; F: 1; G: 0.8; H: 18; I: 4

Cc1cc2oc(=O)c3c(c2cc1OCc1nn[nH]n1)CCCC3
  A: 0.8; B: 13; C: -13; D: 0.9; E: 4; F: -4; G: 0.6; H: 38; I: -2

O=C(Cc1noc2ccccc12)Nc1ccc2ccccc2c1
  A: ·; B: ·; C: -2; D: ·; E: 7; F: -20; G: ·; H: ·; I: 6

CCC(C)(C)n1nnnc1C(c1ccc(OC)c(OC)c1)N1CCN(c2ccccc2)CC1 (stereo unspecified)
  A: 1.7; B: 68*; C: -11; D: 0.3; E: 4; F: -21; G: 0.3; H: 71*; I: 0

CC(=O)COC(=O)CNC(=O)c1ccc(Br)cc1
  A: 0.8; B: 46; C: -9; D: 0.5; E: 7; F: 2; G: 1.1; H: -7; I: -1

CCSc1nnc(Cc2cc(=O)[nH]c(=O)[nH]2)n1-c1cc(C)ccc1C
  A: 1.3; B: -15; C: -15; D: 1.1; E: 5; F: 25; G: 1.1; H: -9; I: -2

Cc1ccc(C)c(N2CCN(c3nnnn3-c3ccccc3)CC2)c1
  A: 1.3; B: 99*; C: -6; D: 0; E: 11; F: 12; G: 0.1; H: 91*; I: 1

O=C(Cn1cc(C(F)(F)F)ccc1=O)N1CCN(S(=O)(=O)c2ccc(Cl)cc2)CC1
  A: 0.8; B: 2; C: -7; D: 1; E: -3; F: -5; G: 0.9; H: 5; I: 1

Cc1oc2cc3c(C(=O)N4CCCCC4)c(C)oc3cc2c1C(=O)N1CCCCC1
  A: 1.6; B: 47; C: -5; D: 0.5; E: 4; F: 3; G: 0.9; H: 13; I: -4

O=C(CNC1CCCCC1)N1CCc2ccccc2C1
  A: 1.5; B: 8; C: -4; D: 0.9; E: 6; F: 2; G: 1; H: -2; I: 4

CCOc1ccc(C(=O)Nc2ccc(N3CCN(C)CC3)cc2)cc1Br
  A: 1; B: 19; C: 2; D: 0.8; E: 1; F: -11; G: 1.1; H: -14; I: 3

CCOC(=O)CSc1cccc2cccnc12
  A: ·; B: ·; C: -3; D: ·; E: 6; F: -4; G: ·; H: ·; I: -2

O=C(Nc1ccc2c(c1)OCO2)N1CCN(C(=O)C2CCCO2)CC1 (stereo unspecified)
  A: ·; B: ·; C: -21; D: ·; E: 4; F: 13; G: ·; H: ·; I: -4

CCOC(=O)N1CCC(n2c(SCC(=O)N3CCCC3)nc3ccccc3c2=O)CC1
  A: 1.4; B: 21; C: -10; D: 0.8; E: 1; F: -12; G: 0.6; H: 39; I: 0

CCOC(=O)Cn1nnnc1C(C(C)C)N(Cc1cccs1)Cc1cc2cc(C)ccc2[nH]c1=O (stereo unspecified)
  A: 1.5; B: 84*; C: 0; D: 0.2; E: 5; F: -18; G: 0.4; H: 64*; I: -2

CCOC(=O)C1CCN(Cc2nc(-c3ccc(OC)c(OC)c3)no2)CC1
  A: 1.5; B: -16; C: 6; D: 1.2; E: 5; F: 11; G: 1.1; H: -10; I: 3

COc1ccc(N2CC(O)=C(c3nc4ccccc4s3)C2=N)c(OC)c1
  A: 1.8; B: 55*; C: ·; D: 0.4; E: ·; F: ·; G: 1; H: 4; I: ·

Cn1c(C(=O)N2CCCC(C(=O)N3CCN(C(=O)c4ccco4)CC3)C2)cc2sccc21 (stereo unspecified)
  A: 1.4; B: 10; C: -12; D: 0.9; E: 1; F: -7; G: 0.8; H: 25; I: 0

O=[N+]([O-])c1cnccc1Nc1ccc(F)cc1
  A: ·; B: ·; C: -3; D: ·; E: 5; F: 7; G: ·; H: ·; I: 1

COc1ccc(-n2c(=O)c3ccccc3n(CC(=O)NC3CCCCC3)c2=O)c(OC)c1
  A: 1; B: 3; C: -4; D: 1; E: 3; F: -10; G: 0.8; H: 16; I: 2

O=C(NCCCCC(NC(=O)C1CCCCC1)C(=O)O)c1ccccc1 (stereo unspecified)
  A: 1.3; B: -14; C: -14; D: 1.1; E: 7; F: -5; G: 0.5; H: 46; I: 5

Cc1ccccc1NC(=O)C(C)c1ccc(-c2ccccc2)c(F)c1 (stereo unspecified)
  A: 0.9; B: 7; C: -16; D: 0.9; E: 3; F: -5; G: 0.3; H: 67*; I: 7

COc1cc(S(=O)(=O)N(Cc2ccco2)C2CCCC2)ccc1-n1cnnn1
  A: 1.7; B: 98*; C: -13; D: 0; E: 7; F: -1; G: 0.3; H: 74*; I: -5

O=C(NCC1CCCO1)c1c(O)c2cccc3c2n(c1=O)CC3 (stereo unspecified)
  A: 0.9; B: 44; C: -8; D: 0.6; E: 7; F: 18; G: 1; H: 0; I: -3

CC1(C)OC(=O)N(c2ccccc2)C12C=Cc1cc(Br)ccc1O2 (stereo unspecified)
  A: 1.1; B: 83*; C: -14; D: 0.2; E: 9; F: -6; G: 0.2; H: 85*; I: 2

COc1cccc(/C=N/NC(=O)c2cccc([N+](=O)[O-])c2)c1OS(=O)(=O)c1ccc(C)cc1
  A: 1; B: 1; C: -15; D: 1; E: 12; F: -13; G: 1; H: 2; I: 4

CCN(CC)CCNC(=O)CCCNC(=O)Cn1cnc2sc(C)c(C)c2c1=O
  A: 1; B: -18; C: -12; D: 1.2; E: -2; F: 4; G: 1.1; H: -5; I: -3

COc1cc(C=O)c(Br)cc1OCc1ccc(C)cc1
  A: 1.1; B: 40; C: -13; D: 0.6; E: 13; F: 6; G: 0.9; H: 15; I: 4

CC(OC(=O)CCCOc1ccccc1)C(=O)NC(N)=O (stereo unspecified)
  A: 1.2; B: 36; C: -10; D: 0.6; E: 7; F: -35; G: 0.8; H: 19; I: 6

CCCC(=O)Nc1cccc(NC(=O)c2ccc3c(c2)OCCO3)c1
  A: 1.2; B: 59*; C: -11; D: 0.4; E: 5; F: -2; G: 0.6; H: 36; I: -9

COc1cccc(CNC(=O)CN(C)S(=O)(=O)c2cnc[nH]2)c1
  A: 0.9; B: 99*; C: -7; D: 0; E: 8; F: 11; G: 0.2; H: 79*; I: 5

Cc1ccccc1NC(=S)NC(=O)c1cc(-c2ccccc2)nc2ccccc12
  A: 1; B: 11; C: -9; D: 0.9; E: 1; F: 0; G: 0.5; H: 46; I: -2

O=C(Nc1ccccc1)c1cc(N2CCOCC2)nc2ccccc12
  A: 0.9; B: 20; C: -6; D: 0.8; E: 2; F: 2; G: 0.5; H: 51*; I: -3

O=C(CC(Nc1ccccc1)C(=O)O)c1ccccc1 (stereo unspecified)
  A: 1.2; B: 7; C: ·; D: 0.9; E: ·; F: ·; G: 0.9; H: 8; I: ·

CCOC(=O)C(Cc1ccccc1)NC(=O)Cn1nnc(-c2ccc(SC)cc2)n1 (stereo unspecified)
  A: 1.1; B: 67*; C: -9; D: 0.3; E: 5; F: 6; G: 0.9; H: 15; I: 7

# Full records as entered above. Screens in order: PLAP act, CYP2C19 inh, PLK1 kinase inh, CYP2C19 act, Rev-RRE block, PLK1 PBD inh, CYP2C9 activ, CYP2C9 inhib, EphB4 antag
# CCOC(=O)C1CCN(Cc2nc(-c3ccc(OC)c(OC)c3)no2)CC1 reads 1.5, -16, 6, 1.2, 5, 11, 1.1, -10, 3
# CC(OC(=O)CCCOc1ccccc1)C(=O)NC(N)=O (stereo unspecified) reads 1.2, 36, -10, 0.6, 7, -35, 0.8, 19, 6
# O=C(NCC1CCCO1)c1c(O)c2cccc3c2n(c1=O)CC3 (stereo unspecified) reads 0.9, 44, -8, 0.6, 7, 18, 1, 0, -3
# COc1ccc(-n2c(=O)c3ccccc3n(CC(=O)NC3CCCCC3)c2=O)c(OC)c1 reads 1, 3, -4, 1, 3, -10, 0.8, 16, 2
# COc1ccc(N2CC(O)=C(c3nc4ccccc4s3)C2=N)c(OC)c1 reads 1.8, 55*, ·, 0.4, ·, ·, 1, 4, ·

# Results in PLK1 PBD inh, for 2 of the compounds above:
structure,PLK1 PBD inh
CCOC(=O)N1CCC(n2c(SCC(=O)N3CCCC3)nc3ccccc3c2=O)CC1,-12
CCOC(=O)Cn1nnnc1C(C(C)C)N(Cc1cccs1)Cc1cc2cc(C)ccc2[nH]c1=O (stereo unspecified),-18

# Quoted from the listing.
# `O=C(CC(Nc1ccccc1)C(=O)O)c1ccccc1` (stereo unspecified) @ CYP2C9 activ: 0.9
# `CC(OC(=O)CCCOc1ccccc1)C(=O)NC(N)=O` (stereo unspecified) @ CYP2C9 activ: 0.8
# `COc1ccc(N2CC(O)=C(c3nc4ccccc4s3)C2=N)c(OC)c1` @ PLAP act: 1.8
# `COc1cc(S(=O)(=O)N(Cc2ccco2)C2CCCC2)ccc1-n1cnnn1` @ PLK1 kinase inh: -13
# `O=C(NCC1CCCO1)c1c(O)c2cccc3c2n(c1=O)CC3` (stereo unspecified) @ CYP2C9 activ: 1
